Screening results: PubChem, National Center for Advancing Translational Sciences (NCATS)
ERK EGF inh: inhibitors of EGF-stimulated ERK signaling pathway; HEK293-V1b, EGF-stimulated phospho-ERK AlphaScreen; Potency, µM (series often up to 11.5 µM), without a hit: at the top dose activity change, negative = inhibition, usual class: inhibitors; 0.41% of 130,000 active; AID 1454; active = well fitted inhibition curve with a large enough effect; inconclusive = small, poorly fitted or top-dose-only effect, or effect the other way;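 also: plate controls were stimulated vehicle wells for no effect and unstimulated vehicle basal for full effect; nearly all actives have a fitted effect of over 55% in size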
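Homogeneous cell-based phospho-ERK assay: HEK293/V1b cells in 1% FBS, compound 30 min then EGF 5 min, AlphaScreen luminescence. Activity normalized between DMSO and 25 nM EGF controls; AC50 from Hill modelling.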
An asterisk follows results filed as active; ? = inconclusive; [ ] = another dose, or the depositor's remark. Potency is read from the fitted curve at half-maximal effect. A portion of the library; count on the stated rates, not on these rows.

SMILES	ERK EGF inh
CCOc1ccc(OCC)c(S(=O)(=O)N2CCOCC2)c1	-1.9%
CCCn1c(-c2ccc[nH]c2=O)nc2ccccc21	7.1%
COCCN(CCOC)S(=O)(=O)c1ccc(C(=O)Nc2nc3c(s2)CCc2ccccc2-3)cc1	3.8%
Cc1ccc(NC(=O)NC(=O)c2cnccc2C(F)(F)F)c(C)c1	-4.9%[57.5 µM]
COc1ccccc1N1CCN(C2CCN(C(=O)COc3cccc(C)c3)CC2)CC1	6.4%
COc1ccc(C2=NN(CN3C(=O)C(=O)c4ccccc43)C(c3ccc(OC)cc3)C2)cc1 (stereo not given)	10.2%
Cc1ccc(C)c(S(=O)(=O)NCc2cccnc2)c1	-1.3%
NC(=O)C(=O)N/N=C/c1c(F)c(F)c(F)c(F)c1F	-1.3%
COc1ccccc1N1CCN(C(=O)C2CCCCN2S(=O)(=O)c2ccc(C)cc2)CC1 (stereo not given)	-13.4%[57.5 µM]
O=C1CN(Cc2nc3cc(Cl)ccc3c(=O)[nH]2)CCN1	-7.4%[57.5 µM]
NNc1nc(-c2ccccc2)c2cc(Cl)ccc2n1	-5.2%[57.5 µM]
O=C(NCc1ccccc1)C1CCC1	2.2%
O=C(Cc1ccccc1)Oc1coc(CSc2ncccn2)cc1=O	4.7%
Cc1ccc2nc(SCC(=O)c3c(N)n(C)c(=O)n(C)c3=O)[nH]c2c1	-7.2%
NC(=O)c1noc(C(=O)N(CC(=O)NC2CCCC2)Cc2ccc3c(c2)OCO3)c1N	-2.0%
COc1ccccc1NC(=O)c1ccc(NC(=O)COC(=O)CC(NC(=O)c2ccccc2Cl)c2ccccc2)cc1 (stereo not given)	5.8%
COc1ccccc1NC(=O)c1ccc(NC(=O)COC(=O)CCC2CCCC2)cc1	-4.0%
CCC(=O)Nc1nc(C)c(-c2csc(Nc3cccc(C(=O)O)c3)n2)s1	10.6%
C/C(=C\c1ccccc1)CN1CCC(C(=O)N2CCCC(C)C2)CC1 (stereo not given)	1.7%
O=C(COc1cc(Cl)c(Cl)cc1Cl)Nc1cccc(O)c1	-11.7%[57.5 µM]
O=[N+]([O-])c1ccc(C[n+]2ccc(Cc3ccccc3)cc2)cc1	-15.2%
CC(C)C(=O)Nc1ccc(C(=O)NNC(=S)NC(=O)c2ccccc2[N+](=O)[O-])cc1	0.5%
COc1ccc(-c2n[nH]c(=S)n2-c2cc(OC)ccc2OC)cc1	-9.7%[57.5 µM]
O=[N+]([O-])c1cc(Cl)cc2c1nc(NCCO)c1ccccc12	20.8%[57.5 µM]
CCOc1cc(/C=N/NC(=O)c2ccc(-c3csc(Nc4ccc(C)cc4)n3)cc2)ccc1OCC(=O)O	4.0%
COc1ccc(N(C(=O)c2ccncc2)S(=O)(=O)c2ccc3c4c(cccc24)C(=O)N3C)cc1	-1.8%
CCOC(=O)c1c(NC(=O)C2C3C=CC(CC3)C2C(=O)O)sc(C)c1CC (stereo not given)	2.7%
C=CCOCCN(CC)CC	6.8%[57.5 µM]
O=C1C(Oc2ccccc2)C(c2ccc3c(c2)OCO3)N1CCc1ccc(F)cc1 (stereo not given)	2.3%
O=C(NCc1ccccn1)Nc1ccc(Cl)c(Cl)c1	-2.2%
c1ccc2c3c([nH]c2c1)C(C1CCCCC1)N(Cc1ncc[nH]1)CC3 (stereo not given)	1.7%
C=CCc1cc(C)cc(C)c1OCCn1cncn1	1.6%
CCc1ccc(/C=C2/Sc3ccccc3N(CC(=O)NCCCOC)C2=O)cc1	-2.9%
COC(=O)c1ccc2nc(NC(=O)COC(=O)CSc3nc(C)cc(C)n3)sc2c1	10.0%
COc1ccc(/C=C(/NC(=O)c2cccs2)C(=O)N2CCOCC2)cc1OC	13.6%
Cc1c(/C=N\NC(=O)c2ccc([N+](=O)[O-])cc2)cnn1C	9.3%
Cc1nc2ccc(NC(=S)N3CCOCC3)cc2nc1C	-1.6%
O=C(CSc1nc2ccccc2c(=O)n1-c1ccc(Cl)cc1)N/N=C/C=C/c1ccccc1[N+](=O)[O-]	4.8%
CSc1ncccc1C(=O)NC(C)C1CC2CCC1C2 (stereo not given)	1.6%
Cc1ccc(NC(=O)COC(=O)c2ccc([N+](=O)[O-])o2)cc1S(=O)(=O)N1CCCCCC1	-6.3%
S=C(N/N=C/c1ccc(Cl)c(Cl)c1)Nc1ccccc1Cl	-5.2%
Cc1ccn2cc(CCNC(=O)CC3CCCCC3)nc2c1	1.2%
CCOC(=O)COc1nc(-c2ccc(Cl)cc2)cc(-c2ccco2)c1C#N	-7.8%[57.5 µM]
COc1ccc(CCN2C(=O)c3ccccc3C2(O)c2ncc[nH]2)cc1OC (stereo not given)	8.9%
COc1ccc(NC(=S)N2CCC(N(C)CC3CCCO3)CC2)cc1Cl (stereo not given)	6.4%
CC(=O)Nc1ccc(NC(=S)Nc2ccc(Br)cc2)cc1	-9.2%[57.5 µM]
O=C(COC(=O)c1cc2c(s1)CCC2)Nc1ccc(F)cc1	16.5%
COCCn1c(N)c(Sc2ccccc2[N+](=O)[O-])c(=O)[nH]c1=O	2.3%[57.5 µM]
Cc1c(NC(=S)NC(=O)C(C)(C)C)c(=O)n(-c2ccccc2)n1C	1.2%
O=C(Cn1nc(-c2ccccc2Cl)ccc1=O)Nc1ccc(Br)cc1	1.7%

Other compounds:
SMILES	ERK EGF inh
COc1ccccc1N(C)S(=O)(=O)c1ccc(Cl)c(C(=O)N2CCC(C(N)=O)CC2)c1	-8.8%
O=C(O)c1cccc(Cn2c(Cl)c(/C=N/Nc3ccccc3)sc2=O)c1	5.2%
COc1cc(C2NC(=O)NC(C)=C2C(=O)Nc2cccc(C)c2C)cc(OC)c1OC (stereo not given)	0.1%
Cc1cc(C(=O)CSc2nc(N)cc(=O)[nH]2)c(C)n1-c1cccc(F)c1	-11.1%
O=C(CN(CC1CCCO1)C(=O)CNS(=O)(=O)c1ccc(Cl)cc1)NCC1CCCO1 (stereo not given)	1.7%
CC1=CC(=C(C#N)C#N)C=C(C)N1CCN1CCN(C(=O)Nc2ccc(Cl)c(Cl)c2)CC1	-0.2%
CSc1ccc(/C=N/NC(=O)c2sccc2C)cc1	-0.8%
CC(C(=O)Nc1ccc2c(c1)OCCO2)n1nnc(-c2ccccc2)n1 (stereo not given)	3.0%
Cc1ccc(S(=O)(=O)/N=C2/NC(=O)/C(=C/c3ccncc3)S2)cc1	10.6%
Cc1cc(C)cc(NC(=S)Nc2cccc3cnccc23)c1	-1.0%
O=C(Nc1c(Cl)cc(Cl)cc1C(=O)NCCN1CCOCC1)c1ccc(Cl)cc1Cl	0.4%
c1ccc(CCNc2ncnc3sccc23)nc1	2.8%
OCCC1CN(Cc2cnc(N3CCOCC3)s2)CCN1C1CCCC1 (stereo not given)	-5.1%[57.5 µM]
CCOC(=O)Cc1csc(NC(=O)CSc2nncn2C)n1	12.5%
O=C1C2C3C=CC(C3)C2C(=O)N1CCCCCCN1C(=O)C2C3C=CC(C3)C2C1=O (stereo not given)	11.8%
N#C/C(=C\c1cccs1)C(=O)N1CCOCC1	-0.4%[57.5 µM]
Cc1ccc(NC(=O)CCNC(=O)c2ccc([N+](=O)[O-])cc2)cc1S(=O)(=O)N(C)C	3.7%
Cc1ccc(S(=O)(=O)N2CCCCC2)cc1NC(=O)COc1ccccc1F	3.2%
CC(C)CC(=O)Nc1ccccc1N1CCN(c2ccc(F)cc2)CC1	-1.1%
CC(C)NC(=O)NNc1c(Cl)cncc1Cl	5.6%[57.5 µM]
O=C(O)C1CC(c2ccccc2)=Nc2ccccc2S1 (stereo not given)	35.2%[57.5 µM]
COc1cc(NC(=O)COC(=O)CNC(=O)c2ccc(C)s2)cc(OC)c1	6.5%
CCn1cc(C(=O)Nc2ccc(C)cc2C)c(=O)c2ccc(C)nc21	-0.4%
CC1Cc2ccccc2N1CC(=O)NC(c1ccccc1)c1ccccc1 (stereo not given)	-11.7%
O=C(O)C1CC=CCC1C(=O)Nc1cc(Cl)ccc1Cl (stereo not given)	2.2%
Nc1[nH]c(N=NC(=O)c2ccccc2)c2ccccc12	1.5%
CN(C)c1ccc(C(=O)NN2C(=O)c3ccccc3C2=O)cc1	2.4%[57.5 µM]
CCN(CC)C1=NS(=O)(=O)c2cc([N+](=O)[O-])ccc21	-2.5%
CC(C)NS(=O)(=O)c1ccc(OCC(=O)NCc2ccco2)cc1	-3.4%
CS(=O)(=O)NNC(=O)CN1C(=O)C2C3C=CC(C3)C2C1=O (stereo not given)	-4.5%
COCCn1c(=NC(=O)c2cc(Cl)sc2Cl)sc2cc(S(N)(=O)=O)ccc21	0.9%
O=C(NNc1cc(Cl)cc(Cl)c1)c1c(F)cccc1Cl	-7.6%[57.5 µM]
Cc1cccc(-c2nc3ccccc3c(=O)n2NC(=O)Cc2ccc(Cl)cc2)c1	0.2%
Cc1cc(Oc2ccc(N)cn2)cc(C)c1Cl	1.6%[57.5 µM]
O=c1c2ccccc2cnn1Cc1n[nH]c(=S)n1C1CC2CCC1C2 (stereo not given)	-5.7%[57.5 µM]
CC1CCC2C(=O)N(c3ccc(NC4CCN(Cc5ccccc5)CC4)c([N+](=O)[O-])c3)C(=O)C2C1 (stereo not given)	?
O=C1NCCN/C1=C\C(=O)c1ccc(Br)cc1	17.7%[57.5 µM]
CCc1cc2c(=O)c(-c3ccc(F)cc3)c(C(F)(F)F)oc2cc1OCC(=O)O	6.9%
N=c1c2c(ncn1Cc1ccco1)Oc1cc(O)ccc1C2c1ccccc1 (stereo not given)	2.6%[57.5 µM]
CC(C)CC(NC(=O)OC(C)(C)C)c1cn([C@@H](CCCCNC(=O)OC(C)(C)C)C(=O)N2CCN(C(=O)OC(C)(C)C)CC2)nn1 (stereo not given in full)	-12.7%[57.5 µM]

Some of the entries above in a different format.
| Molecule | ERK EGF inh |
| --- | --- |
| CC1CCC2C(=O)N(c3ccc(NC4CCN(Cc5ccccc5)CC4)c([N+](=O)[O-])c3)C(=O)C2C1 (stereo not given) | ? |
| O=C1NCCN/C1=C\C(=O)c1ccc(Br)cc1 | 17.7%[57.5 µM] |

Rewritten with bars between the fields: 7 of the compounds above
structure | ERK EGF inh
N=c1c2c(ncn1Cc1ccco1)Oc1cc(O)ccc1C2c1ccccc1 (stereo not given) | 2.6%[57.5 µM]
O=c1c2ccccc2cnn1Cc1n[nH]c(=S)n1C1CC2CCC1C2 (stereo not given) | -5.7%[57.5 µM]
Cc1cc(Oc2ccc(N)cn2)cc(C)c1Cl | 1.6%[57.5 µM]
O=C1NCCN/C1=C\C(=O)c1ccc(Br)cc1 | 17.7%[57.5 µM]
O=C(NNc1cc(Cl)cc(Cl)c1)c1c(F)cccc1Cl | -7.6%[57.5 µM]
COCCn1c(=NC(=O)c2cc(Cl)sc2Cl)sc2cc(S(N)(=O)=O)ccc21 | 0.9%
CC(C)CC(NC(=O)OC(C)(C)C)c1cn([C@@H](CCCCNC(=O)OC(C)(C)C)C(=O)N2CCN(C(=O)OC(C)(C)C)CC2)nn1 (stereo not given in full) | -12.7%[57.5 µM]

New compounds follow:
SMILES	ERK EGF inh
COC(=O)CNC(c1ccccc1)c1cc(Br)ccc1NC(=O)CCN1CCOCC1 (stereo not given)	5.6%
CC(C)(C)c1[nH]nc2c1C(c1ccsc1)C(C#N)=C(N)O2 (stereo not given)	-2.4%
COc1cccc(NC(=S)N/N=C2\CC(C)(C)Oc3ccc(O)cc32)c1	13.3%
CCn1c(CN2CCN(Cc3ccc(C)cc3)C(CCO)C2)nc2ccccc21 (stereo not given)	0.3%
COc1ccc(CCN2CC(C(=O)Nc3cccc(C(C)=O)c3)CC2=O)cc1OC (stereo not given)	3.7%
Cc1cc(C)n(-c2nc(SCC(=O)O)c3c4c(sc3n2)CCCC4)n1	-3.2%[57.5 µM]
O=C(NCc1ccccc1)C(=O)NCC1OCCN1C(=O)c1ccc(Cl)cc1 (stereo not given)	2.1%
CN(Cc1cn(C)nc1-c1ccc(Oc2ccccc2)cc1)C1CCOC1 (stereo not given)	8.2%[57.5 µM]
O=C(Nc1cccs1)Nc1c(F)c(F)c(F)c(F)c1F	2.3%
CCn1nnnc1SCC(=O)NCc1ccc2c(c1)OCO2	2.0%
CC(=O)n1cc([C@@H]2C=C(C(=O)Nc3ccccc3)O[C@H](OCCCCO)C2)c2ccccc21	-21.1%[57.5 µM]
COc1ccc(CNC(=O)COC(=O)c2ccccc2C(=O)c2ccccc2)cc1	0.1%
COc1ccccc1CNC(=O)COC(=O)[C@H](Cc1c[nH]c2ccccc12)NC(=O)c1cccs1	7.8%
CC(CCC(=O)O)C1CCC2C3C(=O)C[C@@H]4CC(=O)CC[C@@]4(C)C3CC(=O)[C@]12C (stereo not given in full)	18.7%
CC(C)c1nnc(NC(=O)CSc2nnc(NC(=O)c3c(F)cccc3F)s2)s1	-6.1%
CC(=O)N(C(C)=O)S(=O)(=O)c1ccc(N=NN2CCOCC2)cc1	5.4%
COc1ccc(/C=N/NC(=O)CSCC(=O)Nc2ccccc2)cc1	-5.9%[57.5 µM]
CC1CCC/C(=N\NC(=S)Nc2ccccc2)C1 (stereo not given)	?
COc1cccc(C2CC(c3ccc(NS(C)(=O)=O)cc3)=NN2C(=O)c2ccccc2)c1OC (stereo not given)	9.0%
CC1=C/C(=C\c2ccc(Br)o2)C(=O)O1	0.7%
O=C(O)c1ccc2c(c1)C1C=CCC1C(c1ccncc1)N2 (stereo not given)	-9.4%[57.5 µM]
O=C(CCSc1nnc2ccccn12)Nc1ccc2c(c1)OCO2	1.8%
CCOc1ccccc1CN1CCN(Cc2nc3c(s2)CCCC3)CC1CCO (stereo not given)	5.6%
Cc1cc(C)n(C(=O)/C(C#N)=N\Nc2ccccc2[N+](=O)[O-])n1	-6.5%
COc1ccccc1N(C)S(=O)(=O)c1ccc(C(=O)Nc2ccc3nc(C)sc3c2)cc1	5.4%
CCOc1ccc(/C=N/NC2=NCCCCC2)cc1	-7.6%
COc1cc([N+](=O)[O-])cc(/C=N/NC(=O)CSc2nnc(-c3ccccc3)n2C)c1O	-2.7%[57.5 µM]
COC(=O)c1ccccc1NC(=O)C(C)Oc1ccccc1 (stereo not given)	0.2%
